Abeta rescue: compounds reversing amyloid beta toxicity in yeast; yeast expressing A-beta42, growth rescue, OD600, 48 h; response scale: 0% DMSO, 100% iron-clioquinol control; Potency, µM (doses to about 46.1 µM), without a hit: top-dose growth rescue, hits mostly activators; 410,000 compounds, 0.063% hits; AID 1347071; further: potency means the concentration at half of the fitted maximal effect; nearly all actives have a fitted effect of over 55% in size
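Yeast growth medium received pinned compounds, then yeast cells expressing toxic A-beta were added; plates incubated at 30 C for 48 hr. Growth read as absorbance at 600 nm, normalized to DMSO and equimolar FeCl3 plus clioquinol controls.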
Akt phos inh: blocks phosphorylation of Akt; Neuro2A IGF-stimulated pAkt S473 HTRF, 20 min; hits give low values; activity change, % for hits at 50 µM; 360,000 compounds, 0.32% hits; in the data active means activity change below about -80%; inconclusive means mostly about -51% to -80%; further: on the % scale 0 is the no-effect control and ±100 the full control effect
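Neuro2A cells (4,500/well, DMEM with 0.5% FBS) were treated with compound at a single 50 µM final concentration, stimulated with 6 nM IGF for 20 min at 37 °C, and lysed. Phospho-Akt Ser473 was read by HTRF as 665/615 ratio ×10^4.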
CCT chaperon mod: modulators of cytosolic chaperonin (CCT/TRiC) activity; activity change, % (no concentration beside the values), hits read low; purified chaperonin ATPase assay, HTRF ADP detection, 30 min; 360,000 compounds, 0.3% hits; in the data active means activity change below about -30%; further: on the % scale 0 is the no-effect control and ±100 the full control effect
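Enzyme 40 or 20 nM (batch-dependent) in Tris pH 7.4/KCl/MgCl2/DTT; cpd 76 uM single point; ATP 10 uM; 30 min 37 °C; Transcreener ADP HTRF detection, 30 min RT; ratio 665/615.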
Nrf2 ARE act: activators of Nrf2 (ARE) signaling; AREc32 ARE-luciferase reporter (MCF7-derived line), luminescence, 24 h; Potency, µM (titrated, usually from 46.1 µM), for inactives: at the highest dose activation, most hits filed as activators; 410,000 compounds, 0.31% hits; further: potency means the concentration at half of the fitted maximal effect; % of control where 0% means no effect; nearly all actives have a fitted effect of over 65% in size
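For detection, Steady-Glo was added and plates sat 30 min at RT; before that, AREc32_Fluc cells grown overnight in OPTI-MEM/5% FBS had been treated with 23 nL compound for 24 hr at 37 deg C.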
Nrf2 inh: inhibitors of Nrf2 signaling | A549 ARE-Fluc reporter, luciferase luminescence, 18-24 h | Potency, µM (highest dose often 46 µM), for inactives: at the highest dose activity change, negative = inhibition, actives largely listed as inhibitors | 360,000 compounds, 2.1% hits | AID 504444; further: potency means the concentration at half of the fitted maximal effect; on the % scale 0 is the no-effect control and ±100 the full control effect; nearly all actives have a fitted effect of over 60% in size
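A549 ARE_Fluc cells, 5000/well, 5% FBS OPTI-MEM; compounds in dose-response, 18-24 h at 37 °C/5% CO2; CellTiter-Fluor viability read (Ex 405/Em 525), then BugLite luciferase luminescence = Nrf2 activity.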
MmCpn inh: inhibitors of Methanococcus maripaludis chaperonin (MmCpn). purified Mm-Cpn ATPase, ADP Transcreener TR-FRET. Potency, µM (highest dose often 76.9 µM), inactives show at the top dose activity, negative = inhibition, usual class: inhibitors. 330,000 compounds, 0.031% hits. AID 504842; further: potency means the concentration at half of the fitted maximal effect; on the % scale 0 is the no-effect control and ±100 the full control effect; nearly all actives have a fitted effect of over 80% in size
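Purified archaeal Mm-CPN (25nM final) preincubated 10 min at 37degC with compound, then 10uM ATP for 30 min at 37degC; ADP measured by HTRF Transcreener TR-FRET; buffer 30 mM TRIS pH 7.4, 100mM KCl, 5mM MgCl2, 1mM DTT.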
A549 viability: A549 cytotoxicity, counter-screen for Nrf2 inhibitors; 390,000 compounds, 0.16% hits; A549 ARE-Fluc cells, CellTiter-Fluor viability, 18-24 h; AID 504648; Potency, µM (highest dose often 46 µM), for the others: at the highest dose activity change, negative = cytotoxicity, actives largely listed as inhibitors; further: potency means the concentration at half of the fitted maximal effect; on the % scale 0 is the no-effect control and ±100 the full control effect
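A549 ARE_Fluc cells in 5% FBS OPTI-MEM were exposed to compounds in concentration-response for 18-24 h at 37 deg C. Viability was read by CellTiter-Fluor fluorescence (Ex 405/Em 525) after 30 min, before the luciferase read.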
HepG2 tox: counter-screen for TGF-b inhibitors: cytotoxicity in HepG2 cells; HepG2 CAGA-GFP viability, ATP luminescence, 18 h; Potency, µM (doses to about 46.1 µM), without a hit: at the highest dose activity change, negative = cytotoxicity, usual class: cytotoxic; 410,000 compounds, 0.76% hits; further: potency means the concentration at half of the fitted maximal effect; some results filed as inactive show a strong effect at the top dose
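HepG2 CAGA-GFP cells (1000/well, DMEM with 1% FBS) received compound, then TGF-beta at 500 pg/mL final, and were incubated 18 hours at 37 degrees C. Viability was read by CellTiter-Glo luminescence. Media-only wells were set as complete cell-killing and DMSO as no toxicity.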
TGFb inhibitor: TGF-b pathway inhibition; HepG2 CAGA-GFP TGF-b/SMAD3 reporter, GFP fluorescence, 18 h; TGF-beta stimulated, 500 pg/mL final; Potency, µM (top dose mostly 46.1 µM), inactives show top-dose activity, negative = inhibition, usual class: inhibitors; 410,000 compounds, 1.2% hits; AID 588855; further: potency means the concentration at half of the fitted maximal effect; on the % scale 0 is the no-effect control and ±100 the full control effect; nearly all actives have a fitted effect of over 65% in size
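Cell-based qHTS in HEPG2 carrying a CAGA-GFP Smad reporter; compounds added before 500 pg/mL final TGF-beta, 18 h incubation at 37 degrees C, GFP fluorescence quantified per cell by imaging cytometry.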
The depositor's hits bear a star; i = inactive; ? = inconclusive; nt = not tested or not shown; & = joins results of further samples; [ ] = another dose, or the depositor's remark. Unless noted, the call rests on the fitted dose curve; in most records, active means well fitted curve in the direction sought with a large enough effect; inconclusive means small, poorly fitted or top-dose-only effect, or another doubt; inactive means no such curve, though single readings can be large; an effect the other way counts as inactive or inconclusive. Outcome played no part in choosing rows (roughly 4.3% active in at least one column).

Compound	Abeta rescue	Akt phos inh	CCT chaperon mod	Nrf2 ARE act	Nrf2 inh	MmCpn inh	A549 viability	HepG2 tox	TGFb inhibitor
O=C(Cc1cccs1)NCC1CCCO1 (stereo unspecified)	-9%	i	6.2	0.0%	3%	-1%	0%	2%	-3%
CC1=C(C(=O)Nc2cccc(C(=O)NCc3ccc(F)cc3)c2)SCCO1	4%	i	2.5	1.7%	-4%	0%	-1%	-14%	0%
O=C(CN(C(=O)CNS(=O)(=O)c1ccc(F)cc1)c1ccccc1F)NCc1ccco1	-10%	i	-1.6	2.6%	?	1%	0%	1%	-1%
Cc1ccc(OCc2cc(C(=O)N3CC4C[C@@H]5CC3C[C@H](C4)C5)no2)cc1C	1%	i	0.4	3.1%	19%	-1%	0%	7%	-5%
CCC(C)NC(=O)c1cn(CC)c2ccc(S(=O)(=O)N3CCCCCC3)cc2c1=O (stereo unspecified)	7%	i	0.2	-0.1%	-19%	0%	-4%	-4%	-21%
Cc1cc(C)c(N2CCN(S(=O)(=O)N3CCCCCC3)CC2)c(C)c1	25%	i	-0.5	2.3%	nt	-2%	18%	-42%	?
CC1=CCC2C(=O)N(c3ccc4ccccc4n3)C(=O)C2C1 (stereo unspecified)	9%	i	-11	0.8%	14%	-2%	-10%	0%	0%
C[C@@H]1CN([C@H](C)CO)C(=O)c2cccc(NS(=O)(=O)c3ccccc3)c2O[C@H]1CN(C)C	10%	i	0.6	0.7%	8%	-2%	1%	5%	19%
O=C(NC1CCCCC1)C(c1ccncc1)N(C(=O)Cn1nnc(-c2cccs2)n1)C1CCCC1 (stereo unspecified)	13%	i	0.6	-0.1%	-2%	-1%	-8%	6%	4%
COc1ccc(C(=O)N(CN2CCCC2=O)c2cc(C)on2)cc1OC	20%	i	-1.1	-0.9%	8%	1%	-2%	-6%	0%

New compounds follow.
Compound	Abeta rescue	Akt phos inh	CCT chaperon mod	Nrf2 ARE act	Nrf2 inh	MmCpn inh	A549 viability	HepG2 tox	TGFb inhibitor
CS(=O)(=O)c1ccc(NCCc2ccc(S(N)(=O)=O)cc2)c([N+](=O)[O-])c1	9%	i	0.0	0.5%	-6%	1%	-17%	10%	-5%
Cc1ccc(C)c(S(=O)(=O)Nc2ccc3oc(C)c(C(=O)O)c3c2)c1	10%	i	-1.6	-1.7%	?	1%	1%	9%	0%
Cc1nc([N+](=O)[O-])c(Br)n1CC(=O)c1ccc(Br)cc1	28%	i	2.9	14%	23µM*	0%	16µM*	-94%	?
O=C(NCCCNC(=O)c1cnccn1)c1cccc(Cl)c1	2%	i	-1.3	-0.1%	-7%	1%	1%	-3%	-4%
O=C(COC(=O)C1CC1)Nc1ncc(C(F)(F)F)cc1Cl	3%	i	-0.2	0.1%	1%	1%	-3%	4%	9%
C=C(C)c1cccc(C(C)(C)NC(=O)N(Cc2ccccc2)Cc2ccco2)c1	6%	nt	0.9	-0.4%	?	0%	-9%	-1%	19%
COc1cccc(-n2c(N)cc(=O)nc2SCC(=O)N2CCN(c3ccccc3)CC2)c1	9%	i	1.6	-0.6%	9%	1%	-3%	17%	-7%
CC(C(=O)OCC(=O)Nc1ccc(S(N)(=O)=O)cc1)N1C(=O)c2ccccc2C1=O (stereo unspecified)	-4%	i	0.2	-0.6%	-7%	-2%	3%	0%	2%
O=C(CN1CCOCC1)Nc1ccccc1-c1ccccc1	11%	i	0.0	-0.7%	19%	-2%	-3%	-8%	-12%
C=CCc1cccc2cc(C(=O)OCC(=O)c3ccccc3)c(=O)oc12	12%	i	-7.0	-1.2%	1%	1%	-4%	10%	-2%

Next records:
Compound	Abeta rescue	Akt phos inh	CCT chaperon mod	Nrf2 ARE act	Nrf2 inh	MmCpn inh	A549 viability	HepG2 tox	TGFb inhibitor
CC1CC(C)CN(C(=O)CN2C(=O)NC3(CCCCCCC3)C2=O)C1 (stereo unspecified)	2%	i	-0.6	0.3%	-3%	0%	3%	4%	-3%
CC(C)CNc1nnnc2c1sc1nc(N3CCOCC3)c3c(c12)CC(C)(C)SC3	0%	i	1.3	0.2%	13µM*	-2%	-17%	7%	-9%
O=C(CCCN1C(=O)C(c2ccccc2)Oc2cccnc21)Nc1ccc(Br)cc1F (stereo unspecified)	-8%	nt	nt	0.7%	-23%	nt	12%	-20%	8%
O=C(CCCN1C(=O)c2cccc3cccc(c23)C1=O)NC1CCS(=O)(=O)C1 (stereo unspecified)	-7%	i	0.8	3.6%	-18%	-3%	3%	-6%	9%
COc1ccc(C(=O)Nc2nc3ccc(S(=O)(=O)N4CCCC4)cc3s2)cc1	9%	nt	nt	-0.5%	nt	nt	0%	-1%	-2%
O=C(CCNC(=O)c1ccccc1)NC1CCCc2ccccc21 (stereo unspecified)	10%	i	-0.3	-0.6%	20%	1%	3%	4%	-5%
OCC[C@H]1C[C@@H](O)[C@H](O)[C@]2(CCc3ccccc3CO2)O1	-9%	i	-0.7	-1.0%	18%	0%	-2%	-1%	1%
CCCCOc1ccc(S(=O)(=O)Nc2cccc(-c3ccc(N4CCOCC4)nn3)c2)cc1	-11%	nt	nt	4.3%	nt	nt	-4%	-4%	?
O=C(NCCCCCCNC(=O)c1ccc(Br)s1)c1ccc(Br)s1	-1%	i	-0.4	-1.0%	?	-17%	?	-53%	0%
Cc1cc2nc(C)c(=O)n(C)c2cc1C	-9%	i	0.8	-0.8%	2%	-2%	0%	4%	30%

(cont.)
Compound	Abeta rescue	Akt phos inh	CCT chaperon mod	Nrf2 ARE act	Nrf2 inh	MmCpn inh	A549 viability	HepG2 tox	TGFb inhibitor
Oc1ccccc1Cn1nnc2ccccc21	7%	i	3.4	0.0%	1%	0%	-3%	17%	6%
CCOC(=O)c1c(NC(C)=O)sc2c(OC(C)=O)cccc12	5%	i	-1.5	3.2%	1%	-6%	0%	8%	13%
O=C1OC(c2ccccc2)c2ccccc21 (stereo unspecified)	-3%	i	1.3	-0.7%	1%	0%	2%	19%	16%
O=C(OCCCOc1ccc(F)cc1)c1ccc(O)cc1O	16%	i	-1.0	0.1%	2%	0%	7%	-40%	-10%
Cc1ccc(NC(=O)CSc2nnc(-c3cnccn3)n2Cc2ccco2)cc1	7%	i	-1.8	3.5%	-46%	0%	3%	-6%	-7%
Cc1ccc(C(=O)/C=C/N(C)C)o1	9%	i	0.7	0.7%	-4%	-1%	2%	-9%	-2%
COC(=O)c1ccc2nc(-c3ccc(Cl)cc3)c(CC3CCCCC3)n2c1	1%	i	-3.6	?	nt	nt	nt	nt	nt
N/C(=N\OC(=O)c1ccc2ccccc2c1)c1ccc(Br)cc1	13%	i	-0.1	-0.2%	21%	2%	-4%	2%	-12%
CCc1nc(SCc2ccc(Cl)cc2)n[nH]1	22%	i	-1.4	0.4%	?	-1%	0%	-16%	-8%
CCNC(=O)C1CCCN(C(=O)c2ccccc2OC(F)(F)F)CC1 (stereo unspecified)	11%	i	-1.9	0.0%[9.22 µM]	nt	nt	nt	2%	8%

Two successive records out of the list so far, quoted:
Compound	Abeta rescue	Akt phos inh	CCT chaperon mod	Nrf2 ARE act	Nrf2 inh	MmCpn inh	A549 viability	HepG2 tox	TGFb inhibitor
CCc1nc(SCc2ccc(Cl)cc2)n[nH]1	22%	i	-1.4	0.4%	?	-1%	0%	-16%	-8%
CCNC(=O)C1CCCN(C(=O)c2ccccc2OC(F)(F)F)CC1 (stereo unspecified)	11%	i	-1.9	0.0%[9.22 µM]	nt	nt	nt	2%	8%

The results go on:
Compound	Abeta rescue	Akt phos inh	CCT chaperon mod	Nrf2 ARE act	Nrf2 inh	MmCpn inh	A549 viability	HepG2 tox	TGFb inhibitor
CCOc1ccccc1CNS(=O)(=O)c1csc(C(N)=O)c1	2%&-20%	i	-9.7	-0.4%&-1.1%	2%&6%	-2%	-1%&4%	-7%&-22%	-7%&-5%
Cc1ccc(C(CC(=O)N2CCCCC2)c2ccccc2)c(O)c1C (stereo unspecified)	21%	i	-0.9	0.3%	-1%	-1%	-3%	-24%	-18%
O=C(NCc1ccncc1)C(=O)NCC(c1ccco1)N1CCN(c2ccccc2F)CC1 (stereo unspecified)	-3%	i	-1.1	2.2%	-16%	-3%	-1%	1%	-14%
COC(=O)C1=C(C)NC(=S)N(C(C)=O)C1c1ccccc1 (stereo unspecified)	0%	i	-3.7	-0.1%	nt	1%	-7%	-7%	-23%
Cc1cc(C)cc(Oc2nc3c(c(=O)n(C)c(=O)n3C)n2Cc2ccc(F)cc2)c1	-15%	nt	nt	0.1%	-4%	nt	-6%	3%	-7%
COc1ccc(CNC(=O)C[C@H]2C[C@H](C(=O)N3CCOCC3)[C@@]3(C)c4[nH]c5ccc(Cl)cc5c4CCN3C2=O)cc1OC	-1%	i	-1.2	1.5%	10%	0%	2%	-23%	?
CC(=O)Nc1ccc(-c2csc(NNC(=O)c3ccc(C)cc3)n2)cc1	5%	i	-0.6	7.7%	?	-13%	0%	3%	-13%
O=C(c1cc(-c2cccc(Cl)c2)on1)N1CCc2ccccc2C1	-1%	i	1.4	-0.7%	-20%	0%	10%	0%	5%

Screens deposited in PubChem by National Center for Advancing Translational Sciences (NCATS).
